High-throughput results: PubChem, several laboratories
DUSP3 inh: VHR1 phosphatase inhibitors, primary screen, biochemical, absorbance, uHTS | AID 1654, 2009 | hit rate 0.52% among 290,000 | Dual specificity protein phosphatase 3 (Homo sapiens), P51452 | inhibition, % at 13.3 µM | recombinant VHR phosphatase, pNPP absorbance; in the data active = inhibition above about 50%; also: some compounds called inactive have numbers as strong as hits
Target sequence (P51452 whole entry, looked up): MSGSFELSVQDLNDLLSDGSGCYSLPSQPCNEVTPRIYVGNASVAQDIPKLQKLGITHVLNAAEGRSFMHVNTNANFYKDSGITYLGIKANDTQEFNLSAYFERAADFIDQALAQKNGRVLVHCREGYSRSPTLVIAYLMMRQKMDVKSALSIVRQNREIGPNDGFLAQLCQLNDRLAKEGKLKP
FBA Mtb inh: Mtb FBA enzyme inhibitors, primary screen, biochemical, fluorescence, strain H37Rv | Fructose-bisphosphate aldolase (Mycobacterium tuberculosis (strain ATCC 25618 / H37Rv)), … | purified M. tuberculosis FBA, fluorescence read-out | inhibition, % at 1 µM | hit rate 2.3% among 360,000; in the data active = inhibition above about 27%;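 also: 0% = vehicle and 100% = reference inhibitor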
Target sequence (P9WQA3 whole entry, looked up): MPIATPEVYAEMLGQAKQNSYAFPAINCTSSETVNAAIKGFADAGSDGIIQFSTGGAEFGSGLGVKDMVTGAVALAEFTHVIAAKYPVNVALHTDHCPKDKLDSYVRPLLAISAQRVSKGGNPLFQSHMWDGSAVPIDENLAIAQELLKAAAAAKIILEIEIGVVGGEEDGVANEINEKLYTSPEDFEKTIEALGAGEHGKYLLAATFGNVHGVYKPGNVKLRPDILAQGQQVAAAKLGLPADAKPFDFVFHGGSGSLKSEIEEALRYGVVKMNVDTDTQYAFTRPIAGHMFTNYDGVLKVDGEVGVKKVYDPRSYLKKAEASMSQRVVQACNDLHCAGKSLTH
UGM FP inh: M. tuberculosis UGM enzyme inhibitors, primary screen, biochemical, fluorescence polarization, single point; inhibition, % at 10 µM; AID 504406, 2011; hit rate 0.06% among 320,000; UDP-galactopyranose mutase (Mycobacterium tuberculosis (strain ATCC 25618 / H37Rv)), …; purified UGM, fluorescence polarization probe displacement; in the data active = inhibition above about 10%, passing the limit was not always enough
Rv3671c inh: Rv3671c serine protease inhibitors, primary screen, biochemical, fluorescence polarization, M. tuberculosis H37Rv; P9WHR9; inhibition, % at 5.96 µM; hit rate 0.048% among 320,000; AID 2606, 2010; in the data active = inhibition above about 38%;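 also: extracellular domain of Rv3671c used as enzyme; 0% = enzyme with DMSO and 100% = no enzyme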
Vc quorum ag: inducers of Vibrio cholerae quorum light production without autoinducers, primary screen, BH1578 luxS cqsA deficient, single point. V. cholerae BH1578 lux reporter, luminescence, 6 h. activation, % at 18.7 µM. hit rate 0.16% among 350,000. AID 588436, 2011; in the data active = activation mostly above about 9.7%, no sharp cut-off; also: not every result past the cut was called active; inactives centre near 0; reference of the scale not given here
Mtb BioA inh: M. tuberculosis BioA enzyme inhibitors, primary screen, biochemical, plate reader, single point, HTS; 7,8-diaminopelargonic acid synthase BioA (Mycobacterium tuberculosis); purified M. tuberculosis BioA enzyme; inhibition, % at 9.99 µM; hit rate 0.096% among 360,000; in the data active = inhibition above about 40%
GDH-TPI inh: GDH-TPI coupling enzyme inhibitors, primary screen, artefact control for M. tuberculosis FBA inhibitor project, biochemical, absorbance, full deck | GDH-TPI coupled enzyme counterscreen, NADH absorbance | inhibition, % at 4.8 µM | hit rate 1.2% among 360,000 | AID 588335, 2011; in the data active = inhibition above about 30%;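 also: 0% = DMSO wells and 100% = wells lacking the enzyme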
MazEF act: activators of E. coli MazEF toxin-antitoxin RNase, primary screen, biochemical, fluorescence, uHTS; hit rate 0.32% among 350,000; activation, % at 20 µM; Endoribonuclease toxin MazF (Escherichia coli (strain K12)), P0AE70; FAM/BHQ RNA-DNA oligo cleavage fluorescence, 5 h; in the data active = activation above about 50%
Target sequence (P0AE70 whole entry, looked up): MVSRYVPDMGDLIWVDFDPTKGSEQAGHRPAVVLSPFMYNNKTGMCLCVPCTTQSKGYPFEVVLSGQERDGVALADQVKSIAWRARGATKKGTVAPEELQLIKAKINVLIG
3CLpro inhibitor: SARS-CoV 3CLpro protease inhibitors, primary screen, biochemical, quenched FRET. Replicase polyprotein 1ab (Severe acute respiratory syndrome coronavirus), P0C6X7. recombinant SARS-CoV 3CLpro, quenched FRET peptide cleavage. inhibition, % at 6 µM. hit rate 0.14% among 290,000; in the data active = inhibition above about 12%
SSB-PriA inh: inhibitors of Klebsiella pneumoniae PriA binding to SSB C-terminal tail, primary screen, biochemical, AlphaScreen; PriA–SSB C-terminal tail interaction (Klebsiella pneumoniae); AlphaScreen SSBct-PriA binding, biotinylated peptide; inhibition, % at 33 µM; hit rate 0.6% among 430,000; AID 1272365, 2023; in the data active = inhibition mostly above about 37%, no sharp cut-off; inactive = mostly below about 20%;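 also: plate controls were negative control peptide for no effect and reference peptide for full effect; strong numbers were not always called active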
An asterisk follows results filed as active; i = inactive; . = not tested or not shown; & = joins results of further samples. Some of the compounds tested (hit frequency here may not be typical).

molecule,DUSP3 inh,FBA Mtb inh,UGM FP inh,Rv3671c inh,Vc quorum ag,Mtb BioA inh,GDH-TPI inh,MazEF act,3CLpro inhibitor,SSB-PriA inh
COc1ccccc1OS(=O)(=O)c1ccc(NC(C)=O)cc1,1,-1,.,0,i,-3.9,0,6,-1,0
CC(NS(=O)(=O)c1ccccc1)C(=O)NCCc1ccccn1 (configuration not stated),-11,0,0.6,-2,-0.4,.,8,4,0,0
Cc1ccc(C(=O)NC2=NCCS2)cc1Cl,-7,1,-0.1,.,-0.3,-0.7,6,6,2,-7
CN(CC1CCOCC1)C(=O)CC1C(=O)NCCN1Cc1cccc(C(F)(F)F)c1 (configuration not stated),2,3,.,.,-0.4,-1.0,9,7,-1,-7
COc1cccc(/C=N/NC(=O)C(=O)N/N=C/c2cccc(OC)c2OC)c1OC,4,0,-1.4,-6,-1.5,0.2,19,6,0,.
COc1ccccc1C(=O)Nc1ccc(N2CCCCC2)cc1,23,-2,-0.4,0,i,-0.7,5,0,-4,21
Nc1ncnc2c1ccn2[C@H]1CN(Cc2ccc3c(c2)OCO3)C[C@@H](COC(=O)c2ccccc2)O1,.,1,.,.,0.3,0.8,0,.,.,.
Fc1ccc2nc(Nc3ccccc3)sc2c1,10,0,1.9,-13,-0.2,-0.8,12,-2,-3,-2&-6
O=C(N/N=C/C=C/c1ccccc1)NC1CCCCC1,10,68*,-0.1,-9,-0.5,.,13,1,4,.
COc1ccccc1NC(=O)CCCC(=O)OCC(F)(F)C(F)F,22,0,-2.1,-6,-0.9,0.8,4,10,4,-4
CCn1c(SCC(=O)NC2CC2)nnc1-c1cccs1,.,-1,2.8,-9,2.1,-4.8,7,1,.,-11
Cn1c(N)c(C(=O)COC(=O)Cc2ccccc2F)c(=O)n(C)c1=O,.,0,-1.8,-1,-0.8,-1.1,4,5,.,-12
COc1cc2c(cc1NC(=O)COc1ccccc1OC)oc1ccccc12,-22,-3,0.3,8,-1.0,-0.7,4,-4,-2,-14
CCOC(=O)CSc1nc(-c2ccccc2)nc2c1oc1ccccc12,-1,4,-3.4,-6,i,.,6,-1,0,5
COc1ccc(C=C2SC(=O)NC2=O)cc1OC,.,-3,.,.,-0.8,0.6,22,0,.,-1
O=C(NCc1ccccc1Cl)c1ccc(NC2=NC3CS(=O)(=O)CC3S2)cc1 (configuration not stated),-26,4,0.2,-4,i,-2.0,-7,3,2,-3
Cc1ccc(C(=O)Nc2ccc3ccccc3n2)cc1,-25,1,0.6,-3,-0.7,0.0,-1,1,7,-15
COc1cc(C=NO)nc(-c2ccccn2)c1,.,1,.,.,-5.6,.,3,3,.,83*
Cc1nn(Cc2ccc(C(=O)N3CCN(C(=O)c4ccco4)CC3)o2)c(C)c1[N+](=O)[O-],2,-2,1.9,-3,i,6.1,5,-3,-2,-13
COc1ccc(C(=O)NCCc2nnc(SCC(=O)Nc3ccccc3)n2C)cc1,6,-4,0.0,-2,i,1.5,11,-8,-4,-15
OC(c1ccc(-c2ccccc2)cc1)c1ncc(-c2ccccc2)[nH]1 (configuration not stated),.,-3,.,.,-4.5,1.7,2,.,.,.
COc1cccc(OCCNCc2ccccc2)c1,10,1,-0.2,0,i,-2.5,0,5,-2,-3
O=C(ON=C1CCN(S(=O)(=O)c2ccccc2)CC1)c1ccccc1,9,1,1.0,-9,-0.3,1.0,2,3,2,2
CC(CC(=O)O)CC1=NS(=O)(=O)c2ccccc2N1 (configuration not stated),-8,-4,-1.8,-1,-0.3,.,-1,3,5,-9
CC(=O)c1c(C)n(Cc2ccccc2)c2ccc(O)cc12,-2,-3,-0.9,-3,-0.6,-3.2,9,-1,-3,-3
O=C(NNS(=O)(=O)c1ccccc1)c1ccc([N+](=O)[O-])cc1,-1,0,-4.0,3,-1.0,-0.4,5,-9,1,0
CCCCn1c(N)c(N(CCOC)C(=O)CSc2nc3ccc(C)cc3[nH]2)c(=O)[nH]c1=O,26,2,-0.7,2,-0.6,-0.1,-3,13,-2,-11
O=C(/C=C/c1ccc(F)cc1)OCC(=O)c1ccc[nH]1,.,2,0.4,4,0.8,-2.1,-5,6,.,7
Cc1cc(C)c(NC(=O)C2CC3CCC2C3)c(C)c1 (configuration not stated),26,-1,4.8,0,i,-0.9,-3,5,0,2
CC(C)(C)C(=O)Nc1ccc(C(=O)CSc2nnc(C3CC3)n2C2CC2)cc1,.,2,1.7,0,i,-0.3,4,9,.,4

Next part:
Fields: DUSP3 inh | FBA Mtb inh | UGM FP inh | Rv3671c inh | Vc quorum ag | Mtb BioA inh | GDH-TPI inh | MazEF act | 3CLpro inhibitor | SSB-PriA inh
CCc1cc2cc(OC)ccc2nc1SCC(=O)Nc1cc(OC)c(OC)cc1C(=O)O
  25 | 16 | 4.6 | -6 | 0.2 | . | 3 | -12 | 7 | -3
COc1ccc(S(=O)(=O)N2CCCC(C(=O)NCc3ccccn3)C2)cc1Cl (configuration not stated)
  -5 | -5 | -0.8 | 0 | 1.9 | 3.7 | -6 | 4 | 1 | 0
CC(=O)Nc1ccc2nc(NC(=O)COc3ccccc3)sc2c1
  4 | 4 | 1.1 | -13 | -2.2 | -1.9 | 1 | 2 | 0 | -4
CCCCCCCNC(=O)CC(NS(=O)(=O)c1ccc(NC(C)=O)cc1)C(C)C (configuration not stated)
  29 | 4 | -1.9 | 4 | -0.3 | . | 4 | -9 | 2 | -1
C/C(=N\NC(=O)C1CC1(C)c1ccccc1)c1ccco1 (configuration not stated)
  -2 | 3 | 0.9 | 9 | 0.0 | . | 6 | -2 | 6 | .
O=C(Nc1ccccc1)c1ccc(S(=O)(=O)NCc2cccnc2)cc1
  2 | 1 | -0.7 | 1 | -0.3 | 3.8 | -5 | -3 | -2 | -19
CC(C)c1nc2ccc(Br)cn2c1NC1CCCC1
  12 | -1 | 1.4 | -10 | i | . | 6 | 4 | -1 | 10
CC1CCN(CCC(=O)Nc2nccs2)CC1
  2 | 1 | 0.2 | -2 | -0.5 | . | -6 | 3 | -1 | -7
CC1(C)CC2(CCO1)OC(=O)CC2C(=O)Nc1cccc2ccccc12 (configuration not stated)
  -4 | 2 | -1.6 | -7 | i | -3.1 | -7 | 6 | 1 | -23
COc1ccc(CCNC(=O)c2ccc(CS(=O)(=O)Cc3cccc(C)c3)o2)cc1OC
  -16 | 0 | -0.9 | -4 | -0.2 | 0.4 | -4 | 8 | 6 | 4

Arranged by SMILES length (smallest number first): four of the compounds above.
Fields: DUSP3 inh | FBA Mtb inh | UGM FP inh | Rv3671c inh | Vc quorum ag | Mtb BioA inh | GDH-TPI inh | MazEF act | 3CLpro inhibitor | SSB-PriA inh
C/C(=N\NC(=O)C1CC1(C)c1ccccc1)c1ccco1 (configuration not stated)
  -2 | 3 | 0.9 | 9 | 0.0 | . | 6 | -2 | 6 | .
CC(=O)Nc1ccc2nc(NC(=O)COc3ccccc3)sc2c1
  4 | 4 | 1.1 | -13 | -2.2 | -1.9 | 1 | 2 | 0 | -4
CC1(C)CC2(CCO1)OC(=O)CC2C(=O)Nc1cccc2ccccc12 (configuration not stated)
  -4 | 2 | -1.6 | -7 | i | -3.1 | -7 | 6 | 1 | -23
CCc1cc2cc(OC)ccc2nc1SCC(=O)Nc1cc(OC)c(OC)cc1C(=O)O
  25 | 16 | 4.6 | -6 | 0.2 | . | 3 | -12 | 7 | -3

The list continues.
Fields: DUSP3 inh | FBA Mtb inh | UGM FP inh | Rv3671c inh | Vc quorum ag | Mtb BioA inh | GDH-TPI inh | MazEF act | 3CLpro inhibitor | SSB-PriA inh
O=C1CCCN2N=C(SCC(=O)N3CCCCC3)SC2=N1
  -9 | 4 | -1.2 | 6 | i | . | 4 | 6 | -2 | -9
COc1cc(/C=C2\SC(=S)N(NC(=O)c3ccccc3OC)C2=O)ccc1O
  27 | -10 | -2.2 | . | i | -2.4 | 7 | -37 | 4 | 1
Cc1c(C(=O)NCc2ccc(Cl)c(Cl)c2)sc(=O)n1Cc1ccc(S(C)(=O)=O)cc1
  . | 0 | . | . | -0.4 | 1.5 | -9 | . | . | .
Cn1c(SCc2ccccc2C#N)nc2ccccc2c1=O
  -8 | -2 | 0.3 | -13 | -4.5 | 1.8 | -1 | 8 | 1 | 8
CC(C(=O)N1CCCC1)N1CCN(S(=O)(=O)c2ccccc2)CC1 (configuration not stated)
  . | 0 | 3.6 | -2 | i | -2.3 | 0 | 3 | . | 6
Nc1cc2c(cc1Cl)-c1ccccc1C2=NO
  . | 2 | . | . | -1.3 | 3.7 | 10 | 10 | . | -7
CC(Sc1ccc(S(=O)(=O)N2CCN(C)CC2)cn1)C(=O)NC1CCCC(C)C1C (configuration not stated)
  . | 0 | . | . | -0.5 | 0.3 | 2 | 9 | . | .
C/C=C(/C)C(=O)O[C@@H]1c2c(ccc3ccc(=O)oc23)O[C@@H]1C(C)(C)OC(C)=O
  -11 | 15 | -1.0 | -5 | i | -0.4 | 7 | 8 | -2 | -6
O=C(NCc1ccccc1)c1cc(C2CCCCN2C(=O)c2cccs2)on1 (configuration not stated)
  . | -1 | . | . | i | -1.5 | 9 | . | . | .
Cc1ccc(C)c(OCCCC(=O)Nc2ccccc2C(N)=O)c1
  13 | 3 | 0.5 | -18 | -0.3 | . | 2 | -9 | 3 | -21
CCCCn1c(=O)c(C(=O)Nc2ncccc2C)c(O)c2ccccc21
  6 | -1 | -0.4 | -4 | i | 0.0 | 1 | 6 | -2 | 2
COc1cc(NC(=S)N2CCCC(C)C2)cc(OC)c1OC (configuration not stated)
  56* | -2 | -0.8 | 5 | -0.1 | . | -6 | -1 | 3 | -12
Cc1ccc(C(NC(=O)C2CCN(Cc3ccc(Oc4ccccc4)cc3)CC2)c2ccccn2)cc1 (configuration not stated)
  . | -2 | . | . | -0.3 | 0.5 | -1 | . | . | .
CC1(C)CC(=O)C=C(N2CCNCC2)C1
  21 | 2 | 0.1 | 2 | -1.4 | . | 4 | 1 | -1 | 1
Cc1csc2ncnc(N3CCN(C(=S)Nc4ccc(C(F)(F)F)cc4)CC3)c12
  -11 | 0 | -0.5 | -10 | -0.6 | -1.3 | 10 | -5 | 1 | -6
CCOC(=O)c1cnc(C(C)(C)C)[nH]c1=O
  22 | 3 | 1.2 | -4 | 0.5 | -1.2 | 8 | 7 | 1 | -9
CCCN=C1N(CC)C[C@@H]2[C@@H]3C(=O)N(C)C(=O)[C@@H]3[C@](CC)(C(=O)OC)N12
  . | 0 | . | . | 0.9 | -0.8 | 9 | 8 | . | -4
CSc1ncccc1C(=O)OCC(=O)Nc1ccc(C)c(S(=O)(=O)N2CCOCC2)c1
  . | -1 | 0.5 | -4 | i | 2.9 | 8 | 7 | . | -12
